M. tuberculosis HTS: M. tuberculosis growth inhibition, HTS (AID 449762); M. tuberculosis H37Rv growth inhibition, 7H9 media; higher % means a stronger effect; one-dose inhibition, % at 25 µM; IC50 in µM for titrated hits; 330,000 compounds, 0.59% hits; in the data active means a potency from the dose series; inconclusive means inhibition above about 70% without an active follow-up result;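 further: bacterial growth assessed after seven days of incubation; strong numbers were not always called active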
H1N1 NS1A inhibition: NS1A inhibition, H1N1 influenza, cell based functional assay (AID 504329) | NS1A functional cell-based assay, percent inhibition; higher % means a stronger effect | 340,000 compounds, 0.3% hits | inhibition, % at 12.5 µM, or IC50 in µM where a hit was titrated; in the data active means a potency from the dose series; inconclusive means inhibition above about 27% without an active follow-up result; further: strong numbers were not always called active
M. tuberculosis: growth inhibition of non-replicating M. tuberculosis (AID 488890). Mycobacterium tuberculosis non-replicating, growth inhibition; higher % means a stronger effect. inhibition, % at 25 µM; hits with a dose series show IC50 in µM. 320,000 compounds, 0.39% hits; in the data active means a potency from the dose series; inconclusive means inhibition mostly from about 82% at the one dose, without a potency; inactive means the rest, 99 in 100 with inhibition below about 76%;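 further: plate controls were DMSO cells for no effect and high antibiotic wells for full effect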
PhoP GFP inhibition: Inhibition of PhoP regulon, Salmonella typhi GFP reporter cells, confirmation, 4 h (AID 1850); 310,000 compounds, 0.33% hits; Salmonella Typhi PhoP-promoter GFP reporter, fluorescence, 4 h; higher % means a stronger effect; one-dose inhibition, % at 50 µM; IC50 in µM for titrated hits; in the data active means a potency from the dose series; inconclusive means inhibition mostly from about 25% at the one dose, without a potency; inactive means the rest, 99 in 100 with inhibition below about 19%;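 further: 0% = induced wells with vehicle and 100% = uninduced wells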
VEEV TC-83 Vero: inhibitors of VEEV TC-83 cytopathic effect, confirmation, Vero cells (AID 588727) | Vero cells, VEEV TC-83 cytopathic effect inhibition; higher % means a stronger effect | one-dose inhibition, % at 20 µM; IC50 in µM for titrated hits | 350,000 compounds, 0.13% hits; in the data active means a potency from the dose series; inconclusive means inhibition mostly from about 14% at the one dose, without a potency; inactive means the rest, 99 in 100 with inhibition below about 12%; further: strong numbers were not always called active
Active calls of the source: *; i = inactive; ? = inconclusive; / = no result given. This is a random part of the collection; any-hit rate near 1.5%.

Codes – A = M. tuberculosis HTS; B = H1N1 NS1A inhibition; C = M. tuberculosis; D = PhoP GFP inhibition; E = VEEV TC-83 Vero
COc1cccc(CN(C)C(=O)c2cc(S(=O)(=O)NC3CCCCC3)ccc2C)c1
  A: -0.2%; B: -3.8%; C: 7.8%; D: /; E: 9.5%
COc1cc(O)c(C(CC(=O)N2CCCC2)c2cc(OC)c(OC)c(OC)c2)c(OC)c1 (centres undefined)
  A: -2.8%; B: -3.5%; C: -4.6%; D: 9.1%; E: 0.4%
O=S(=O)(CCOc1ccccc1)c1nc2ccccc2[nH]1
  A: 5.0%; B: 4.1%; C: 56.5%; D: 1.0%; E: 10.1%
CC1CCN(C(=O)c2[nH]cnc2C(=O)N[C@@H](Cc2ccccc2)C(=O)OC(C)(C)C)CC1
  A: -6.1%; B: 5.5%; C: 79.0%; D: 1.2%; E: 0.7%
COc1ccc(NC(C)=O)cc1NC(C)C(=O)Nc1ccc(S(=O)(=O)N2CCCCC2)cc1 (centres undefined)
  A: 6.7%; B: -0.3%; C: 4.4%; D: /; E: 2.0%
CCOc1cc(C2C(C#N)=C(N)OC(C)=C2C(C)=O)cc(Br)c1O (centres undefined)
  A: 3.1%; B: -4.9%; C: 8.1%; D: -28.0%; E: 1.6%
COc1cccc(/C=N/NC(=O)CCn2cnc3ccccc32)c1
  A: 4.3%; B: 0.4%; C: 1.0%; D: 13.1%; E: 2.1%
Cc1ccc(SCC(=O)Nc2nccs2)cc1
  A: -3.8%; B: -0.6%; C: ?; D: -1.5%; E: 0.2%
COc1ccc(NS(=O)(=O)c2cccc(C(=O)NNC(=O)CNC(=O)c3ccccc3)c2)cc1
  A: -17.9%; B: -1.6%; C: -3.1%; D: -7.5%; E: 1.9%
COc1ccc(S(=O)(=O)Nc2c(C)c(C)cc3c2ncn3C)cc1
  A: 1.7%; B: 5.2%; C: 8.0%; D: 5.3%; E: 0.2%
Cc1occc1C(=O)NCc1nc(-c2ccccc2)no1
  A: 1.7%; B: -9.6%; C: 8.6%; D: -5.5%; E: 0.6%
CCC(C)NC(=O)CCc1c(C)nc2c(c(C)nn2-c2ccccc2)c1C (centres undefined)
  A: 15.1%; B: 3.2%; C: 9.9%; D: -5.8%; E: i
COc1ccc(C(=O)N2CCN(c3ncnc4c(-c5ccccc5)nsc34)CC2)cc1
  A: /; B: 5.7%; C: /; D: /; E: 4.5%
CNC(=O)CSCc1c(Cl)cccc1Cl
  A: -1.3%; B: 4.5%; C: 5.4%; D: 11.9%; E: i
Brc1cc(Br)c(Oc2cc(Br)c(Br)cc2Br)cc1Br
  A: -6.7%; B: -15.9%; C: -4.7%; D: /; E: 1.2%
Cc1cc(N2C(=O)C(O)=C(C(=O)c3ccc(C)o3)C2c2cccs2)no1 (centres undefined)
  A: 3.4%; B: 1.2%; C: 17.8%; D: 3.6%; E: 0.8%
COc1ccc(N2C(=O)C(CN3CCN(C)CC3)C2c2ccccc2)cc1 (centres undefined)
  A: 3.4%; B: 0.4%; C: 8.7%; D: -59.3%; E: 0.7%
Cc1nc(C#N)c(N/N=C/c2cccc(Cl)c2)o1
  A: -2.4%; B: 5.1%; C: /; D: 7.5%; E: 3.2%
COc1cc(/C=N/n2cnnc2)ccc1OC(=O)c1ccco1
  A: 2.2%; B: -4.8%; C: 37.2%; D: -9.9%; E: i
Cc1cc(C)c(C)c(S(=O)(=O)N[C@@H](C)C(=O)OC(C)C(=O)NC(N)=O)c1C (some centres undefined)
  A: -7.8%; B: -13.7%; C: 2.2%; D: -5.9%; E: 0.6%
Cc1ccc(CN(C(=O)c2csnn2)C(C(=O)NC2CCCC2)c2ccco2)cc1 (centres undefined)
  A: -6.1%; B: -2.0%; C: 20.5%; D: -1.7%; E: 0.1%
O=C(COc1ccc(/C=N/NC(=O)C(=O)N2CCCCCC2)cc1)Nc1ccccc1Cl
  A: 1.0%; B: -3.5%; C: 74.1%; D: -4.6%; E: 2.4%
CCc1cc[n+](CC(=O)Nc2ccc(Cl)cc2Cl)cc1
  A: -1.3%; B: 0.6%; C: 2.8%; D: -0.1%; E: 1.1%
O=C(COc1ccccc1N1C(=O)C2C3C=CC(C3)C2C1=O)c1ccccc1 (centres undefined)
  A: 1.0%; B: -21.5%; C: 9.0%; D: -0.3%; E: i
CCNc1cc2oc(=O)c(CN3CCOCC3)c(C)c2cc1C
  A: -7.7%; B: 5.6%; C: 5.2%; D: -0.8%; E: 1.3%
CCOC(=O)C1=C(C)c2ccccc2N(C(=O)OC)C1(C)C(=O)OCC (centres undefined)
  A: /; B: -9.2%; C: /; D: /; E: i
O=C(c1ccc(N2CCN(C(=O)c3ccccc3Br)CC2)cc1)c1cccc(F)c1
  A: 10.1%; B: -6.1%; C: 24.3%; D: 1.7%; E: 5.0%
CCOc1ccc(OCC)c(NC(=O)CN2CCN(CC)CC2)c1
  A: 9.9%; B: 2.7%; C: 4.2%; D: -13.2%; E: 0.8%
COc1ccc(-c2c(C(F)(F)F)nn(C)c2NC(=O)CSCC(=O)O)cc1
  A: -10.8%; B: /; C: 4.9%; D: -15.1%; E: 0.0%
CC(OC(=O)c1cccc(Cl)c1)C(=O)NC1CCCCC1C (centres undefined)
  A: -20.7%; B: -9.2%; C: -7.8%; D: 0.3%; E: 1.3%
O=S(=O)(c1ccc(Cl)s1)N1CCC(Cc2ccccc2)CC1
  A: -3.2%; B: -0.6%; C: 19.5%; D: -13.7%; E: i
COc1cc(OC)cc(N2CCN(S(=O)(=O)c3ccc(-n4cnnn4)cc3)CC2)c1
  A: -3.3%; B: 9.8%; C: 7.9%; D: 4.1%; E: 1.1%
CC(OC(=O)c1ccncc1)C(=O)Nc1cccc(Cl)c1 (centres undefined)
  A: 4.2%; B: -6.3%; C: -12.4%; D: 5.5%; E: 1.9%
CCC(=O)c1ccc(OCC(O)CN2CCN(c3ccc(F)cc3)CC2)cc1 (centres undefined)
  A: -2.0%; B: 0.6%; C: 7.7%; D: 2.8%; E: i
CCOc1c2ccoc2nc2c(OC)c(OC)ccc12
  A: -9.3%; B: -3.9%; C: -2.2%; D: 8.0%; E: 0.3%
CNc1oc(Cc2ccccc2)nc1S(=O)(=O)c1ccc(Cl)cc1
  A: 4.1%; B: -5.0%; C: 19.7%; D: 11.5%; E: i
CCN1C(=O)N(CC)C(O)(c2ccccc2)C1(O)c1ccccc1 (centres undefined)
  A: -6.4%; B: -0.5%; C: -14.9%; D: -10.4%; E: 2.4%
Cc1ccc2c(c1)c(-c1csc(N)n1)c(C)n2C
  A: 59.5%; B: 10.4%; C: 0.9%; D: 5.6%; E: 0.7%
O=C(CN(C(=O)c1csnn1)c1ccc(F)c(Cl)c1)NCc1ccccc1
  A: 3.0%; B: -2.9%; C: -4.0%; D: 2.3%; E: i
Cc1cc(Nc2nn(C)c(N)c2C#N)ccc1F
  A: 1.0%; B: -17.4%; C: 3.1%; D: -2.6%; E: i
Cc1ccc(CC(=O)NC2CCN(Cc3ccccc3)CC2)cc1
  A: -5.4%; B: -21.8%; C: -21.3%; D: 4.8%; E: 0.2%
O=C(OCc1ccccc1)N1CCC2CC1c1cc(N3CCCCC3)ccc12 (centres undefined)
  A: /; B: -9.6%; C: /; D: /; E: i
O=C(Cn1cncn1)NCCC(c1ccccc1)c1ccccc1
  A: -3.6%; B: 7.2%; C: -8.3%; D: 11.0%; E: 0.1%
O=C(c1ccc2c(c1)OCO2)N1CCC2(CC1)Oc1ccc(F)cc1C(=O)C21CC(c2ccccc2)=NO1 (centres undefined)
  A: ?; B: 3.0%; C: 42.7%; D: -4.3%; E: 0.7%
Cc1c(Cl)cccc1NC(=O)CSc1nnnn1C
  A: 2.0%; B: -12.5%; C: -13.8%; D: /; E: 1.1%
CCOc1ccccc1OCCn1nnc2ccccc21
  A: 0.1%; B: -5.7%; C: 20.1%; D: -2.5%; E: 1.1%
COc1cccc(/C=C/C(=O)c2ccc[nH]2)c1
  A: 0.1%; B: 7.3%; C: 48.7%; D: -2.1%; E: 7.9%
C/C(CC(=O)Nc1cccc2c1CCCC2)=N\NC(=O)COc1ccccc1
  A: 13.3%; B: 9.9%; C: -15.6%; D: 3.3%; E: 0.2%
CCCOc1ccc(CSCCNC(=S)Nc2ccccc2)cc1
  A: ?; B: -0.5%; C: ?; D: 0.9%; E: i
Cc1ccc(-c2[nH]nc(N)c2N=Nc2cccc(Cl)c2C)cc1
  A: /; B: 1.8%; C: /; D: /; E: i

More entries
Every second line gives: M. tuberculosis HTS | H1N1 NS1A inhibition | M. tuberculosis | PhoP GFP inhibition | VEEV TC-83 Vero
Cc1ccc(S(=O)(=O)NCC(=O)NCC(=O)OCc2c(F)cccc2Cl)cc1
 : -2.0% | 4.3% | / | 5.6% | 0.2%
Cc1sc2ncnc(Nc3ccc(O)cc3)c2c1C
 : -7.9% | -4.5% | -2.3% | -3.6% | i
COCCCNC(=O)c1cc(C(=O)Cc2ccccc2)c[nH]1
 : -2.4% | -2.3% | 19.1% | -8.6% | 0.4%
CCCCCn1c(SCc2ccncc2)nc2cc(C(=O)NCc3ccco3)ccc2c1=O
 : 18.0% | -4.3% | 28.9% | -1.5% | 11.4%
CC1=C(C(=O)OCc2ccccc2)C(c2ccc([N+](=O)[O-])cc2)NC(=O)N1CCCCCC(=O)O (centres undefined)
 : -1.4% | 0.2% | -2.1% | -3.2% | i
CN(C/C(O)=C(\C#N)c1ccccc1)C1CCCCC1
 : -1.6% | -4.5% | -24.0% | 4.7% | 0.3%
O=C(/C=C/c1ccc([N+](=O)[O-])cc1)c1cccnc1
 : ? | 29.8% | ? | -3.6% | 1.8%
O=C1NC(=O)C2(COC(c3ccccc3Cl)OC2)S1 (centres undefined)
 : 3.8% | -20.5% | 53.7% | -1.2% | 0.4%
Cc1ncsc1C(=O)N1N=C2/C(=C/c3ccccc3)CCCC2C1c1ccccc1 (centres undefined)
 : 14.0% | 22.0% | 12.7% | -4.2% | i
C=CCOc1ccc(C(=O)NC2CCCCC2)cc1
 : 6.8% | 0.0% | 73.4% | 9.3% | 0.2%
Cc1cc(C)n2nc(SC(C)C(=O)NCc3ccco3)nc2n1 (centres undefined)
 : -12.5% | 16.7% | -7.6% | -6.1% | 0.3%
CCOC(=O)Cn1c2ccccc2c2nc(C)sc21
 : ? | -4.1% | ? | 7.5% | 0.1%
CC(=O)Nc1cccc(OCc2cnc(Cl)s2)c1
 : 51.6% | -6.6% | 11.8% | -1.1% | 0.2%
COCCn1c(=S)[nH]c2ccc(N(C)C)cc2c1=O
 : -0.6% | 0.5% | -15.2% | 5.2% | 5.7%
O=C1CCc2cc(S(=O)(=O)Nc3ccccc3F)ccc2N1
 : -0.3% | -5.2% | -7.3% | / | 1.9%
COC(=O)c1sc(-c2ccccc2)cc1NC(=O)c1ccc(F)cc1
 : 0.2% | -9.5% | -5.9% | -1.6% | i
C=CCOc1cccc(CNn2nnnc2N)c1
 : 6.1% | 0.0% | -2.6% | -5.2% | 0.5%
COc1cccc(-c2c(C(=O)N/N=C(\C)c3cccnc3)nnn2-c2nonc2N)c1
 : -1.1% | -2.0% | 7.4% | 5.5% | 5.5%

Among those listed so far, nine contain fluorine.
Every second line gives: M. tuberculosis HTS | H1N1 NS1A inhibition | M. tuberculosis | PhoP GFP inhibition | VEEV TC-83 Vero
O=C(c1ccc(N2CCN(C(=O)c3ccccc3Br)CC2)cc1)c1cccc(F)c1
 : 10.1% | -6.1% | 24.3% | 1.7% | 5.0%
COc1ccc(-c2c(C(F)(F)F)nn(C)c2NC(=O)CSCC(=O)O)cc1
 : -10.8% | / | 4.9% | -15.1% | 0.0%
CCC(=O)c1ccc(OCC(O)CN2CCN(c3ccc(F)cc3)CC2)cc1 (centres undefined)
 : -2.0% | 0.6% | 7.7% | 2.8% | i
O=C(CN(C(=O)c1csnn1)c1ccc(F)c(Cl)c1)NCc1ccccc1
 : 3.0% | -2.9% | -4.0% | 2.3% | i
Cc1cc(Nc2nn(C)c(N)c2C#N)ccc1F
 : 1.0% | -17.4% | 3.1% | -2.6% | i
O=C(c1ccc2c(c1)OCO2)N1CCC2(CC1)Oc1ccc(F)cc1C(=O)C21CC(c2ccccc2)=NO1 (centres undefined)
 : ? | 3.0% | 42.7% | -4.3% | 0.7%
Cc1ccc(S(=O)(=O)NCC(=O)NCC(=O)OCc2c(F)cccc2Cl)cc1
 : -2.0% | 4.3% | / | 5.6% | 0.2%
O=C1CCc2cc(S(=O)(=O)Nc3ccccc3F)ccc2N1
 : -0.3% | -5.2% | -7.3% | / | 1.9%
COC(=O)c1sc(-c2ccccc2)cc1NC(=O)c1ccc(F)cc1
 : 0.2% | -9.5% | -5.9% | -1.6% | i

Compound activity deposited in PubChem BioAssay by Southern Research Specialized Biocontainment Screening Center.
